Compound activity from PubChem BioAssay.
DENV2 CPE: inhibitors of DENV2 cytopathic effect, primary screen, cell-based, plate reader, single concentration; CPE inhibition, % at 9.99 µM; AID 651640, 2012; 350,000 compounds, 1.7% hits; DENV2-infected cells, cytopathic effect rescue; in the data active = CPE inhibition above about 20%, passing the limit was not always enough; inconclusive = no clear call, values can overlap the other calls; tested in BHK-21 cells;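 note: 0% = median of neutral control wells and 100% = median of positive control wells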
CFTR F508del cor: F508del CFTR correction, initial screen, CFBE line, single point; activity (quench increase), % at 7.58 µM; CFBE cells, YFP halide quenching; stimulated with forskolin plus potentiator P3; % fluorescence drop versus neutral controls; 350,000 compounds, 0.36% hits;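 active = mean added fluorescence quench of at least 8% versus neutral control, with both replicates also reaching 8%; inconclusive = only one of the mean or replicate conditions met; inactive = mean below 8% and not both replicates reaching 8%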;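 note: cells transiently co-express mutant CFTR-F508del with the halide-sensitive YFP; corrector assay measuring rescue of mutant channel to the surface after 24 h compound exposure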
GSIS activator: GLuc luminescence reporter in INS-1E cells, primary screen for activators of glucose-dependent secretion of insulin; INS-1E GLuc reporter insulin secretion, 2-3 h; activation, % at 16.6 µM; 370,000 compounds, 0.61% hits;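 active = lowest replicate activation of at least 40%, so every replicate reaches that level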;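 note: 0% = median of neutral control wells and 100% = median of IBMX positive control wells; some compounds called inactive have numbers as strong as hits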
RAD52 inh: RAD52 DNA annealing inhibitors, primary screen, biochemical, FRET, single point, set 2. DNA repair protein RAD52 homolog (Homo sapiens), P43351. recombinant RAD52 DNA annealing, FRET fluorescence. inhibition, % at 18.7 µM. 360,000 compounds, 0.46% hits;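 active = every replicate showing at least 50% inhibition; inconclusive = mean inhibition at least 50% but not in every replicate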
Target sequence (P43351 whole entry, looked up): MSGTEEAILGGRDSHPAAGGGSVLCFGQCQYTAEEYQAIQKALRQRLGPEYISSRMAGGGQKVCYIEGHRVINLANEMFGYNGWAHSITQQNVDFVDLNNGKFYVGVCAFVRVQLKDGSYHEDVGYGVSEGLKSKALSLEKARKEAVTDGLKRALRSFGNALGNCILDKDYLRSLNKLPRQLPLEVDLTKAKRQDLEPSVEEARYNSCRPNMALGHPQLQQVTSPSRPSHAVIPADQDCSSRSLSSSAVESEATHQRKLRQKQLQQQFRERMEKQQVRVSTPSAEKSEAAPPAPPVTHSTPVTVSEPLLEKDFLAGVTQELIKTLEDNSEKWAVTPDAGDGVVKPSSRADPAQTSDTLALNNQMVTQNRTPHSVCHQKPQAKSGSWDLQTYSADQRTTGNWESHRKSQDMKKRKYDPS
E-selectin induc: E-selectin induction in HUVECs, primary screen, imaging, HUVEC, immunofluorescence imaging, single point; P16581; normalized: neutral wells 0, TNF-alpha wells 100; activation, % at 7.58 µM; 260,000 compounds, 0.37% hits; AID 686992, 2013;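 active = mean E-selectin-positive cell signal at least 10% of the positive control, reached in at least 60% of replicates, without over 20% cell loss; inconclusive = no rule given, readout overlaps actives, possibly toxicity-flagged; inactive = the rest, including those meeting only one limit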;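 note: in these data hits start at about 27%; measured in HUVEC primary endothelial cells; signal is the percent of cells scored E-selectin positive by PE staining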
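assay system = HUVEC, human umbilical vein endothelial cells | input = 3,000 HUVEC seeded per well | medium = EGM-2 growth medium on 0.1% gelatin-coated wells | dosing = one compound dose added by pin transfer | signal = immunofluorescence imaging | read-out basis = % PE-positive cells | control set = TNF-alpha, DMSO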
Casp6 inh: human caspase-6 inhibitors, primary screen, biochemical, VEID-R110 fluorescence, single point, set 2. purified caspase-6, Z-VEID-R110 cleavage fluorescence. P55212. 350,000 compounds, 0.53% hits. inhibition, % at 12.5 µM;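 active = mean inhibition across replicates at least about 35%, with every replicate also reaching that limit, limit read from the data; inconclusive = only one of the two criteria met; inactive = neither criterion met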;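 note: 0% = median of neutral control wells and 100% = no fluorescence left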
Target sequence (P55212 24-179 limits assumed): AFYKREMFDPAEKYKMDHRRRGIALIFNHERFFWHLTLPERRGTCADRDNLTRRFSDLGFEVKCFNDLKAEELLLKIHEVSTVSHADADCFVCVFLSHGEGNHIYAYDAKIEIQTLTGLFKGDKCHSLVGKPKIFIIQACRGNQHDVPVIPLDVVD
Target sequence (P55212 194-293 limits assumed): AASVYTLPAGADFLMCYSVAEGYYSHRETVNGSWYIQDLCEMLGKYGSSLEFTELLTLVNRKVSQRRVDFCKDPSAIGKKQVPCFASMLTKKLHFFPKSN
XiGFP reactiv: activators of inactive X chromosome reactivation, primary screen, imaging, XiGFP fibroblasts, GFP high-content imaging, set 2. XiGFP mouse fibroblasts, % GFP-positive cells imaging, 3 d; cells co-treated with 5-aza-dC sensitizer; scaled so ellipticine positive control = 100%. activation, % at 7.58 µM. 360,000 compounds, 0.055% hits;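 active = mean normalized replicate activation at least 10% and every replicate at or above 10%; inconclusive = only one of the two criteria met; inactive = mean below 10% and not all replicates reach 10%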;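 note: 0% = median of on-plate neutral control wells and 100% = ellipticine 6 µM median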
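System: XiGFP fibroblasts, SV40-immortalized. Medium: DMEM plus 5-aza-dC sensitizer. Doses: single point. Timing: 3 d treatment, 15 min room-temperature fixation. Control set: ellipticine 6 µM.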
RAD54 branch: inhibitors of human RAD54 branch migration, primary screen, biochemical, fluorescence, single point; inhibition, % at 10.4 µM; 360,000 compounds, 0.14% hits; AID 602329, 2012; RAD54 Holliday junction branch migration, FAM/BHQ fluorescence; DNA repair and recombination protein RAD54-like (Homo sapiens), Q92698;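 active = mean normalized replicate activity at least 40 and at least half of replicates scoring 40 or more; inconclusive = only one of the two criteria met; inactive = mean below 40 and under half of replicates reaching 40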;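 note: 0% = median of neutral control wells and 100% = median of positive control wells; inhibitors cause a drop in the FAM fluorescence signal; in these data hits start at about 50%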
Active calls of the source: *; u = inconclusive; x = not tested or not shown; & = joins results of further samples.

SMILES | DENV2 CPE | CFTR F508del cor | GSIS activator | RAD52 inh | E-selectin induc | Casp6 inh | XiGFP reactiv | RAD54 branch
O=C(NCc1ccccn1)c1cccc(S(=O)(=O)N2CCCCC2)c1 | 5 | 0.0 | -5 | -10 | 0.5 | 1 | 0.2 | 4
COc1cc(OC)cc(-c2cn[nH]c2N)c1 | -3 | -0.6 | -3 | -10 | x | -2 | 0.0 | x
CCCN1C(=O)c2cc(C(=O)O)ccc2C1O (centres undefined) | 4 | 2.7 | x | 12 | x | 15 | 0.4 | 9
COc1ccc(NC(=O)N(C)C[C@H]2Oc3ccc(NC(=O)CCC(F)(F)F)cc3CC(=O)N([C@H](C)CO)C[C@H]2C)cc1 | 18 | -1.7 | 19 | 10 | 0.1 | -1 | 0.3 | -2
Cc1nn(C)c(Oc2cccc(Cl)c2)c1C#N | 4 | -0.9 | 4 | -38 | x | 2 | 0.0 | -9
C[n+]1cc[nH]c1SCC(=O)c1ccc(Cl)cc1 | 2 | 0.3 | -15 | -25 | x | 2 | 0.1 | -19
COc1ccc(S(=O)(=O)Nc2ccc3c(c2)C(=O)N([C@@H](C)CO)C[C@H](C)[C@@H](CN(C)C(=O)NC2CCCCC2)OCCCC[C@@H](C)O3)cc1 | -6 | 2.9 | -30 | -80 | x | 1 | 0.0 | -8
O=C(NCCCN1CCCC1)c1ccc2c(c1)N(Cc1cccc(Cl)c1)C(=O)c1ccccc1S2=O (centres undefined) | 0 | 1.3 | 20 | 67* | x | -7 | -0.1 | 4
CN(C)C(=O)[C@@H]1[C@@H](CO)[C@@H]2Cn3c(ccc(C4=CCCC4)c3=O)[C@H]1N2CC1CCCCC1 | -7 | -1.6 | -2 | -10 | 0.0 | -1 | 0.0 | -2
COC(=O)C[C@H]1C=C[C@H](NC(=O)c2ccc(F)cc2)[C@@H](CO)O1 | 1 | 5.7 | 6 | -4 | -0.3 | x | 0.0 | x
Cc1nc2sc(C(c3ccco3)N3CCN(c4ccc(F)cc4)CC3)c(O)n2n1 (centres undefined) | 7 | 1.0 | x | -16 | 0.1 | 1 | -0.1 | -14
COc1cccc(-c2ccc([C@H]3[C@H]4CN(C(=O)c5ccc(F)cc5)CCCCN4[C@H]3CO)cc2)c1 | 11 | -1.4 | -24 | -8 | 0.9 | -3 | 0.2 | 7
COc1ccccc1CNC(=O)C[C@H]1CC[C@H]2[C@@H](COC[C@@H](O)CN2C(=O)Nc2ccc(Cl)cc2)O1 | 13 | 1.1 | -11 | 3 | 0.3 | 0 | 0.1 | -7
O=C(CC12CC3CC(CC(C3)C1)C2)NCC(=O)OCc1cc(=O)oc2ccc3ccccc3c12 | -1 | -1.5 | -6 | -34 | 0.0 | -1 | 0.0 | -1
Cn1c(=O)c2c(-c3ccccc3)n(-c3ccc(N)cc3)cc2n(C)c1=O | 3 | -0.5 | -7 | -33 | 0.1 | 83* | 0.0 | -8
O=Cc1cccn1-c1ccc2ccccc2c1 | -4 | -1.3 | 7 | 2 | 8.7 | -5 | 0.0 | -6
CC(C)NC(=O)N(C)C[C@@H]1OCCCC[C@@H](C)Oc2ccc(NS(=O)(=O)c3ccccc3)cc2C(=O)N([C@@H](C)CO)C[C@H]1C | -7 | -1.7 | 23 | 5 | -0.1 | -1 | -0.2 | -1
O=C(OCC(=O)N1CCc2ccccc21)C1CCCN1S(=O)(=O)c1ccc(Cl)cc1 (centres undefined) | -3 | -3.9 | -10 | -13 | 0.3 | -2 | 0.5 | -7
COc1ccc(C(=S)N2CCN(c3ccccc3Cl)CC2)cc1OC | -2 | -0.8 | 0 | -16 | 0.1 | 1 | 0.2 | 0
O=C(C[C@@H]1C=C[C@@H](NC(=O)c2ccc(F)cc2)[C@@H](CO)O1)NCc1ccncn1 | 4 | 0.0 | -2 | 13 | -0.2 | 87* | 0.5 | -5
COc1ccccc1C#Cc1ccc([C@@H]2[C@@H](C#N)N(C(=O)C3CCC3)[C@@H]2CO)cc1 | -5 | -1.2 | -6 | 0 | -0.3 | -1 | 0.1 | 10
CC(C)c1ccccc1OCCCN1CCCC1 | 16 | -1.8 | 13 | 0 | x | -12 | 0.0 | 4
CC(=O)n1cc(CO)c2ccccc21 | 35* | -3.0 | 14 | -11 | x | -6 | x | -11
Cc1ccccc1-n1c(C)nnc1SCc1nc2ccccc2s1 | 9 | 0.7 | 10 | -32 | x | 1 | x | -12
COc1ccccc1C(C#N)c1cccc(Cl)n1 (centres undefined) | -1 | -2.1 | 31 | -23 | -0.4 | -1 | 0.2 | -6
COc1cccc(-c2ccc3nnc(SCC(=O)N4CCCC4)n3n2)c1 | 6 | -1.6 | -7 | 0 | 0.1 | 1 | -0.1 | x
O=C(c1cccc(-n2cccc2)c1)N1CCN(S(=O)(=O)c2ccc(F)cc2)CC1 | 1 | 1.9 | -9 | -33 | x | 5 | -0.1 | 3
CSCCCN1CCCC(CO)(Cc2ccccc2F)C1 (centres undefined) | -3 | 1.4 | -3 | -29 | x | -1 | 0.0 | 3
COCCCN(C(=S)NC(=O)c1ccc(Br)cc1)c1c(N)n(Cc2ccccc2)c(=O)[nH]c1=O | 2 | -1.8 | -2 | -62 | 0.3 | 2 | 0.0 | x
CC=Cc1ccc2n(c1=O)C[C@@H]1[C@@H](CO)[C@H](C(=O)NCC)N(C(=O)C3CCOCC3)[C@H]21 (mixture of isomers) | 5 | -1.7 | 19 | -32 | -0.2 | 27 | 0.0 | -4
CN(C)C1(CNC(=O)C2CCN(S(=O)(=O)c3ccccc3C(F)(F)F)CC2)CCCCC1 | 31* | -0.5 | -18 | -2 | x | -103 | -0.1 | -1
CCOc1ccc(C(=O)N(c2ccccn2)C2CCCCC2)cc1 | 1 | 3.8 | 20 | -10 | x | -3 | 0.0 | -2
Cc1noc(C)c1NC(=O)N(C)C[C@@H]1Oc2c(NS(=O)(=O)c3cccs3)cccc2C(=O)N([C@@H](C)CO)C[C@H]1C | u | -0.8 | 16 | -30 | 0.0 | 3 | -0.6 | 3
Cc1ccc(NC(=O)CNC(c2ccccc2)c2ccccc2)c(F)c1 | u | -3.6 | -25 | -32 | x | -1 | 1.7 | x
COc1ccc(-c2nn(-c3ccccc3)cc2C(=O)Nc2cccc(S(=O)(=O)NC3=NCCC3)c2)cc1 | -2 | 1.5 | 15 | 5 | x | 0 | 0.0 | 5
C[C@@H]1CN([C@@H](C)CO)S(=O)(=O)c2ccc(C#Cc3ccncc3)cc2O[C@H]1CN(C)S(=O)(=O)c1ccc(F)cc1 | x | 2.2 | -16 | -66 | x | -4 | 0.4 | -1
COc1cccc(/C=N/NC(=O)CNC(=O)c2ccncc2)c1O | 4 | 3.1 | -4 | -24 | x | -4 | 0.3 | 0
CCCCCCn1c(=O)n2n(c1=O)[C@@H]1CN(S(=O)(=O)c3ccc(C)cc3)C[C@]1(O)[C@@H](OC(=O)NC1CC1)C2 | u | 1.2 | -22 | -11 | -0.1 | -1 | 0.0 | 1
COc1ccccc1NC(=O)CSc1nc2c(oc3ccccc32)c(=O)n1C | 1 | -1.1 | 11 | 3 | x | -1 | 0.3 | -4
C[C@H]1CN([C@@H](C)CO)C(=O)c2cc(Br)cnc2O[C@@H]1CN(C)CC1CCCC1 | -4 | -2.3 | 6 | 5 | 0.3 | -3 | -0.4 | 5
C[C@H](CO)N1C[C@H](C)[C@@H](CN(C)C)OCCCC[C@H](C)Oc2ccc(NC(=O)Nc3ccccc3)cc2C1=O | u | -1.8 | 16 | 7 | 0.0 | 13 | 0.1 | 4
C[C@H]1CCCCO[C@@H](CN(C)C(=O)NC2CCCCC2)[C@@H](C)CN([C@@H](C)CO)C(=O)c2cc(NS(C)(=O)=O)ccc2O1 | -12 | 2.6 | 11 | x | x | x | 0.4 | 1
CN(C)CC(=O)Nc1ccc2c(c1)[C@@H]1C[C@@H](CC(=O)NCc3cc(F)ccc3F)O[C@H](CO)[C@@H]1O2 | 5 | -0.4 | 3 | -8 | 0.3 | 1 | 0.1 | 1
Cc1ccc(S(=O)(=O)Nc2cccc3c2O[C@H](CN(C)Cc2ccccc2)[C@@H](C)CN([C@H](C)CO)C3=O)cc1 | 3&-7 | -1.0&1.9 | 15 | 9&-1 | -0.4&0.6 | 0&0 | 0.8&-0.3 | 2&6
COc1cccc(NC(=O)C[C@@H]2CC[C@@H]3[C@@H](COc4ccc(NC(=O)C5CCOCC5)cc4C(=O)N3C)O2)c1 | 20 | 2.5 | 4 | 9 | -0.1 | 2 | 0.3 | 3
COc1ccc(CN(C2CC2)S(=O)(=O)c2ccccc2Br)cc1 | -7 | -1.9 | 6 | -12 | -0.1 | 1 | 0.0 | -3
CCCC(=O)N1CC(=O)Nc2ccc(C)cc2C1c1ccccc1 (centres undefined) | 5 | 3.8 | -4 | -8 | x | -2 | 0.2 | 7
O=C(O)c1cc(S(=O)(=O)N2CCN(c3ccccn3)CC2)ccc1Cl | -1 | 0.0 | 8 | -7 | 1.9 | 9 | 0.0 | -5
C=CCNC1=C(Cl)C(=O)N(Cc2ccccc2)C1=O | 1 | -2.1 | -6 | -12 | 0.1 | -3 | 0.2 | -3
O=C(CCNC(=O)c1ccco1)Nc1ccccc1 | -5 | -1.2 | 0 | -5 | x | -2 | 0.0 | 13

5 entries picked at random from the list so far, as already listed:
SMILES | DENV2 CPE | CFTR F508del cor | GSIS activator | RAD52 inh | E-selectin induc | Casp6 inh | XiGFP reactiv | RAD54 branch
C[C@H](CO)N1C[C@H](C)[C@@H](CN(C)C)OCCCC[C@H](C)Oc2ccc(NC(=O)Nc3ccccc3)cc2C1=O | u | -1.8 | 16 | 7 | 0.0 | 13 | 0.1 | 4
COc1cccc(NC(=O)C[C@@H]2CC[C@@H]3[C@@H](COc4ccc(NC(=O)C5CCOCC5)cc4C(=O)N3C)O2)c1 | 20 | 2.5 | 4 | 9 | -0.1 | 2 | 0.3 | 3
COc1cccc(/C=N/NC(=O)CNC(=O)c2ccncc2)c1O | 4 | 3.1 | -4 | -24 | x | -4 | 0.3 | 0
CCCCCCn1c(=O)n2n(c1=O)[C@@H]1CN(S(=O)(=O)c3ccc(C)cc3)C[C@]1(O)[C@@H](OC(=O)NC1CC1)C2 | u | 1.2 | -22 | -11 | -0.1 | -1 | 0.0 | 1
COc1ccccc1NC(=O)CSc1nc2c(oc3ccccc32)c(=O)n1C | 1 | -1.1 | 11 | 3 | x | -1 | 0.3 | -4
